Screens as filed in PubChem.
FadD28 FP inh = inhibitors of Mycobacterium tuberculosis FadD28 bisubstrate binding. FadD28 bisubstrate probe binding, fluorescence polarization. 0.22% of 360,000 active. inhibition, % at 12.5 µM; in the data active means inhibition above about 8.5%, passing the limit was not always enough
Vc quorum ag = inducers of Vibrio cholerae quorum light production without autoinducers. V. cholerae BH1578 lux reporter, luminescence, 6 h. activation, % at 18.7 µM. 0.16% of 350,000 active. AID 588436; in the data active means activation mostly above about 9.7%, no sharp cut-off; further: not every result past the cut was called active; inactives centre near 0; reference of the scale not given here
TcdB inh = inhibitors of Clostridioides difficile toxin B glycohydrolase. P18177. TcdB glycohydrolase enzymatic assay, plate reader. inhibition, % at 9.99 µM. 0.24% of 350,000 active. AID 652162; in the data active means inhibition above about 10%
GDH-TPI inh = GDH-TPI coupled enzyme inhibition counter-screen | 1.2% of 360,000 active | AID 588335 | inhibition, % at 4.8 µM | GDH-TPI coupled enzyme counterscreen, NADH absorbance; in the data active means inhibition above about 30%;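 further: 0% = DMSO wells and 100% = wells lacking the enzyme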
PfHsp40 rescue = restores yeast growth despite PfHsp40 toxicity; AID 504582; 0.68% of 340,000 active; S. cerevisiae expressing PfHsp40, growth rescue, ATP luminescence; growth rescue, % at 12.5 µM; in the data active means growth rescue above about 28%, passing the limit was not always enough;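 further: yeast W303a lacking pdr1 and pdr3 grown in galactose medium; growth measured after three days at 30 °C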
Mtb BioA inh = inhibitors of Mycobacterium tuberculosis BioA enzyme; 0.096% of 360,000 active; inhibition, % at 9.99 µM; purified M. tuberculosis BioA enzyme, plate reader; in the data active means inhibition above about 40%
Yp Topo-I inh = blocks Yersinia pestis topoisomerase I activity | Y. pestis Topo-I cleavage product accumulation, plate reader | activity, % at 10 µM | 0.064% of 360,000 active | AID 504884; in the data active means activity above about 50%, passing the limit was not always enough; further: inactives centre near 2
Mtb UGM inh = Mtb UDP-galactopyranose mutase inhibition | 0.06% of 320,000 active | inhibition, % at 10 µM | purified UGM, fluorescence polarization probe displacement; in the data active means inhibition above about 10%, passing the limit was not always enough
Target sequence (P9WIQ1 whole entry, looked up): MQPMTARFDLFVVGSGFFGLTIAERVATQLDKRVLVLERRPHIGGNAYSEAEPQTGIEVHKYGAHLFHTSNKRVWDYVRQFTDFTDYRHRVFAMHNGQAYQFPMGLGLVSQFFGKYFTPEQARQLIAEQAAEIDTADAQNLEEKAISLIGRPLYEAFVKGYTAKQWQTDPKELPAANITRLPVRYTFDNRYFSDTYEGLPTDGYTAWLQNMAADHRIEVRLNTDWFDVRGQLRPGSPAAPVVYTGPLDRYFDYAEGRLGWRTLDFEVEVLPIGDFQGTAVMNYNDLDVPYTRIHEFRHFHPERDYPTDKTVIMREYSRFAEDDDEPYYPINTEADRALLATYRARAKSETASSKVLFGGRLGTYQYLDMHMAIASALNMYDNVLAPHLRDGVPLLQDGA
FBA Mtb inh = inhibits M. tuberculosis FBA enzyme | inhibition, % at 1 µM | purified M. tuberculosis FBA, fluorescence read-out | P9WQA3 | AID 588726 | 2.3% of 360,000 active; in the data active means inhibition above about 27%;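 further: 0% = vehicle and 100% = reference inhibitor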
Target sequence (P9WQA3 whole entry, looked up): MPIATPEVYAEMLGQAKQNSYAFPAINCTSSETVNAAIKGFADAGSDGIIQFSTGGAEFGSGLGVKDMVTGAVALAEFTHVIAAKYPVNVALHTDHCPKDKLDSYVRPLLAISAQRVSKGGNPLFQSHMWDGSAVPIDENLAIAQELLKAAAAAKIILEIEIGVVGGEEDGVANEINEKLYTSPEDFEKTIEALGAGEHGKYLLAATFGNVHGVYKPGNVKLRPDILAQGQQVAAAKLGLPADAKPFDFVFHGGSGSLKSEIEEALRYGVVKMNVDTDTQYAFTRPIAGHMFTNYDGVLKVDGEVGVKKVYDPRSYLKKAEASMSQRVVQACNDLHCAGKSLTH
An asterisk follows results filed as active; i = inactive; x = no result given.

A first look (9 entries):
SMILES | FadD28 FP inh | Vc quorum ag | TcdB inh | GDH-TPI inh | PfHsp40 rescue | Mtb BioA inh | Yp Topo-I inh | Mtb UGM inh | FBA Mtb inh
COc1ccc(CNC(=O)[C@H](Cc2ccccc2)NC(=O)C2CCN(C(=O)[C@H](C)N)CC2)cc1 | -1.4 | -0.6 | -0.7 | 8 | -2.2 | 0.7 | -1 | 5.8 | 5
COc1ccccc1CN(C)C(=O)c1cc(C)nc2ccccc12 | -3.2 | i | 0.1 | -1 | -1.0 | -0.4 | 3 | -2.5 | 4
C/C(=N\NC(=O)c1c(Cl)cnn1C)c1ccc(NC(=O)c2ccc(Br)o2)cc1 | -0.5 | -0.8 | 0.6 | 18 | 0.6 | 7.0 | -1 | 1.3 | -3
Cc1ccc(Cl)cc1NC(=O)COC(=O)c1ccc(CN2CCCC2=O)cc1 | 0.4 | i | -5.1 | 19 | -0.3 | -4.7 | -7 | -0.4 | 4
COc1ccc2c(c1)[C@@H]1[C@H](CO2)[C@H](c2ccccc2)[C@]2(C)C(=O)Nc3ccc(C)cc3C(=O)N12 | -2.7 | -1.2 | x | 1 | 13 | -0.7 | 7 | 1.0 | -2
CCN1CCN(c2nc(N)c([N+](=O)[O-])c(Nc3cccc(C)c3)n2)CC1 | -1.7 | -0.5 | 1.8 | 35* | -1.0 | 1.2 | -3 | -0.5 | 1
CCC(CC)C(=O)N=C1SC2CS(=O)(=O)CC2N1CCc1ccc(OC)c(OC)c1 (stereo unspecified) | -5.6 | -0.4 | 2.2 | 3 | 0.2 | x | 2 | -2.0 | -2
COc1ccccc1C(=O)N(Cc1ccc(Cl)cc1)C1CCS(=O)(=O)C1 (stereo unspecified) | -0.9 | i | -0.3 | 7 | 0.0 | x | -2 | 0.9 | -5
Cc1cc(C(=O)N2CCN(c3ncccn3)CC2)cs1 | -3.0 | 2.2 | x | 3 | -0.8 | -2.1 | 4 | 2.2 | 0

The listing, from the start:
SMILES | FadD28 FP inh | Vc quorum ag | TcdB inh | GDH-TPI inh | PfHsp40 rescue | Mtb BioA inh | Yp Topo-I inh | Mtb UGM inh | FBA Mtb inh
COc1ccc(CNC(=O)[C@H](Cc2ccccc2)NC(=O)C2CCN(C(=O)[C@H](C)N)CC2)cc1 | -1.4 | -0.6 | -0.7 | 8 | -2.2 | 0.7 | -1 | 5.8 | 5
COc1ccccc1CN(C)C(=O)c1cc(C)nc2ccccc12 | -3.2 | i | 0.1 | -1 | -1.0 | -0.4 | 3 | -2.5 | 4
C/C(=N\NC(=O)c1c(Cl)cnn1C)c1ccc(NC(=O)c2ccc(Br)o2)cc1 | -0.5 | -0.8 | 0.6 | 18 | 0.6 | 7.0 | -1 | 1.3 | -3
Cc1ccc(Cl)cc1NC(=O)COC(=O)c1ccc(CN2CCCC2=O)cc1 | 0.4 | i | -5.1 | 19 | -0.3 | -4.7 | -7 | -0.4 | 4
COc1ccc2c(c1)[C@@H]1[C@H](CO2)[C@H](c2ccccc2)[C@]2(C)C(=O)Nc3ccc(C)cc3C(=O)N12 | -2.7 | -1.2 | x | 1 | 13 | -0.7 | 7 | 1.0 | -2
CCN1CCN(c2nc(N)c([N+](=O)[O-])c(Nc3cccc(C)c3)n2)CC1 | -1.7 | -0.5 | 1.8 | 35* | -1.0 | 1.2 | -3 | -0.5 | 1
CCC(CC)C(=O)N=C1SC2CS(=O)(=O)CC2N1CCc1ccc(OC)c(OC)c1 (stereo unspecified) | -5.6 | -0.4 | 2.2 | 3 | 0.2 | x | 2 | -2.0 | -2
COc1ccccc1C(=O)N(Cc1ccc(Cl)cc1)C1CCS(=O)(=O)C1 (stereo unspecified) | -0.9 | i | -0.3 | 7 | 0.0 | x | -2 | 0.9 | -5
Cc1cc(C(=O)N2CCN(c3ncccn3)CC2)cs1 | -3.0 | 2.2 | x | 3 | -0.8 | -2.1 | 4 | 2.2 | 0
Cc1ccc2oc(=O)n(Cc3ccccc3OC(C)C)c2c1 | -2.4 | 1.9 | x | -2 | 0.7 | -0.3 | 4 | 0.8 | -3
O=C(c1ccc(Br)o1)N1CCN(CCOc2ccccc2)CC1 | -4.4 | -0.8 | 0.4 | -12 | 3.9 | 6.4 | 16 | -1.8 | -4
CC(C)c1ccc(N(CC(=O)NC2CCCC2)C(=O)CCC(=O)Nc2ccccn2)cc1 | x | 0.1 | 0.2 | 7 | -0.4 | -0.9 | 15 | 0.6 | 1
CC(C(=O)OCC(=O)Nc1ncc(Cl)cc1Cl)N1C(=O)c2ccccc2C1=O (stereo unspecified) | -4.0 | 2.1 | x | -4 | -1.3 | 2.1 | -4 | -0.1 | 0
CCN(CC(=O)NCc1cccs1)C(=O)c1cccc(S(=O)(=O)NCc2ccccc2)c1 | -5.4 | 4.2 | -1.2 | 2 | 0.4 | -0.8 | 12 | -0.7 | -4
C=CCNC(=S)Nc1sc2c(c1C(N)=O)CCCC2 | 4.3 | i | 1.7 | -5 | x | 11 | 0 | 1.9 | 1
C=CCNS(=O)(=O)c1ccc(OC)c(C)c1 | -2.3 | -0.4 | x | -1 | -0.2 | -0.7 | 4 | 3.4 | 2
O=C(Nc1cccc(C(F)(F)F)c1)C1CCN(S(=O)(=O)c2cccnc2)CC1 | -1.5 | i | 0.7 | 12 | -0.8 | 0.7 | -5 | -1.6 | -1
Cc1cccc(COCC(CC(C)C)N2CCN(C(=O)c3ccc(C(C)(C)C)cc3)CCC2=O)c1 (stereo unspecified) | -3.9 | -1.2 | 1.2 | 0 | 21 | 3.0 | 20 | -1.3 | -2
O=[N+]([O-])c1cc(C2Nc3cccc4cccc(c34)N2)ccc1Cl | 2.3 | -0.1 | 1.0 | 24 | -0.5 | -0.6 | -35 | 1.4 | -2
O=[N+]([O-])c1ccc(Oc2c(F)c(F)nc(N3CCCC3)c2F)cc1 | -1.1 | 12 | x | 12 | 0.3 | 11 | 11 | 2.4 | 0
CN(C)c1cccc(C(=O)NCc2ccc3c(c2)OCO3)c1 | -2.0 | i | -0.5 | 13 | 0.1 | 0.4 | 6 | -0.7 | 6
COc1ccc(C=C2SC(=S)N(CCCN3CCOCC3)C2=O)c(OC)c1 | 1.8 | -0.5 | -0.2 | 13 | x | -1.4 | 20 | x | -3
CCSc1nc(=S)n(-c2ccccc2)c(C)c1C(C)=O | -2.7 | i | x | 20 | -2.1 | x | 1 | 0.2 | 0
Cc1ccc(-c2c(C(=O)N/N=C/c3cccs3)nnn2-c2nonc2N)cc1 | -4.4 | -0.4 | x | 24 | 1.5 | -3.4 | 18 | 0.3 | -1
Cc1ccc(Cl)cc1NC(=O)c1ccccc1OCC(=O)N1CCOCC1 | -3.4 | x | 3.5 | 8 | 0.4 | 5.2 | -5 | 4.3 | 2
Cc1cc(C)c(C(=O)C(C)OC(=O)c2ccc(Cl)nc2)cc1C (stereo unspecified) | -0.4 | i | 2.3 | 1 | 1.0 | 0.6 | 44 | -2.2 | -1
O=C(/C=C/c1ccc(N2CCCCC2)c([N+](=O)[O-])c1)c1ccc(O)cc1 | -4.1 | -0.2 | 0.6 | 8 | 11 | 0.8 | -18 | -0.4 | -14
Cc1ccc(-n2nc(-c3ccco3)cc2C(=O)O)c(C)c1 | 1.6 | -0.3 | -0.2 | 7 | -0.5 | x | -9 | x | 1
Cc1cccc(Oc2ccc(NC(=O)C3CC=CCC3C(=O)O)cc2)c1 (stereo unspecified) | -18 | -0.5 | -2.7 | 8 | 0.5 | x | 7 | -2.2 | 2
CCn1c2ccccc2c2nnc(SCC(=O)N3CC(C)OC(C)C3)nc21 (stereo unspecified) | 1.7 | 1.1 | x | 26 | 1.0 | 31 | -4 | -0.6 | -1
COCCN(C(=O)Cn1nnc2ccccc21)C(C(=O)NC1CCCC1)c1cccc(OC)c1OC (stereo unspecified) | 1.2 | 2.9 | x | -7 | -1.8 | 7.3 | 5 | 2.2 | 0
COC(=O)C(Cc1ccccc1)NC(=O)CNC(=O)c1ccc(Br)cc1 (stereo unspecified) | -1.6 | -0.5 | -4.2 | 4 | 0.2 | -0.9 | 10 | 0.4 | 0
O=C(c1ccc(CS(=O)Cc2ccc(Cl)cc2)o1)N1CCN(c2ccc(F)cc2)CC1 (stereo unspecified) | -0.4 | -2.1 | -1.3 | 8 | -0.5 | 4.5 | 29 | -3.5 | 5
C=C1CCN([C@@H](Cc2ccccc2)C(=O)NCCC(C)C)S(=O)(=O)c2ccccc21 | -2.5 | i | 1.2 | 5 | 1.2 | -1.4 | 22 | 0.7 | 2
O=C(N/N=C\c1cccc(Cl)c1)c1ccc(Cn2cc(Br)c([N+](=O)[O-])n2)o1 | -4.2 | -0.1 | x | 13 | 1.3 | x | -13 | 3.4 | -10
Cc1ccccc1CNC(=O)CCC(=O)N1Cc2ccccc2Oc2ncccc21 | 0.2 | i | -3.0 | 4 | -1.3 | -1.2 | -7 | -0.2 | 1
CCOC(=O)c1ccccc1NC(=O)COC(=O)c1ccc(C)c(S(=O)(=O)N2CCOCC2)c1 | -0.4 | -1.0 | x | 1 | -1.2 | x | -6 | 2.2 | 8
CC(Cc1ccccc1)N/C=C1/CC(=O)NC1=O (stereo unspecified) | -0.5 | i | x | 2 | -0.1 | -0.5 | 18 | -0.8 | 2
O=C(NCC1CCCO1)c1cc2c([nH]c3ccccc32)c(-c2ccc(F)cc2)n1 (stereo unspecified) | -11 | -0.5 | 0.8 | 8 | 4.9 | -0.7 | 12 | -1.9 | 14
O=C(COC(=O)c1cc(=O)c2ccccc2o1)Nc1c(F)c(F)c(F)c(F)c1F | -0.5 | -0.9 | -0.9 | 5 | -0.4 | -0.1 | -4 | x | 1
O=C(c1ccncc1)N(Cc1ccccc1)Cc1nc2ccccc2c(=O)[nH]1 | 1.9 | x | x | -3 | -0.4 | -5.8 | -8 | -1.3 | 5
Cc1cc(C)cc(C(=O)Nc2ccc3[nH]c(=O)[nH]c3c2)c1 | -4.5 | -0.5 | 0.1 | -4 | 0.2 | x | -4 | 1.5 | -4
N#Cc1ccc(N)cc1OCCCN1CCCCC1 | 0.9 | -0.4 | -0.6 | 10 | 0.6 | -2.3 | 11 | x | -1
O=C(O)CC(CC(=O)N1CCOCC1)c1ccccc1 (stereo unspecified) | x | 0.8 | -0.4 | -13 | -0.2 | -0.5 | 6 | -1.4 | -1
CCOC(=O)CSc1nnc(NC(=O)NC(C)C)s1 | 2.2 | i | 0.5 | -5 | -0.9 | x | 5 | -1.7 | -3
CC(C)n1c(SCC(=O)Nc2ccccc2)nc2c1c(=O)[nH]c(=O)n2C | -3.6 | -0.4 | 1.6 | -15 | 1.1 | x | -7 | 0.1 | -5
CN(CC(=O)Nc1cccc(F)c1)C(=O)CCNC(=O)c1ccco1 | -3.0 | i | 1.1 | -1 | 0.0 | x | 4 | -0.4 | -3
Cc1occc1-c1n[nH]c(=S)n1C | 0.1 | -0.4 | -0.2 | -3 | -1.6 | x | 7 | -0.4 | 3
Cc1cccc(/C(N)=N/OC(=O)c2ccncc2)c1 | -0.1 | i | 1.1 | -1 | -0.1 | -2.0 | 3 | -0.3 | 5
CC(=O)N(Cc1ccccc1)C1CC(=O)N(Cc2ccccc2)C1=O (stereo unspecified) | x | -2.7 | 1.4 | -13 | -1.0 | -0.8 | 3 | x | -2

Remaining list, next part.
SMILES | FadD28 FP inh | Vc quorum ag | TcdB inh | GDH-TPI inh | PfHsp40 rescue | Mtb BioA inh | Yp Topo-I inh | Mtb UGM inh | FBA Mtb inh
COc1ccc(Cl)cc1NC(=O)COc1ccc(S(=O)(=O)N2CCOCC2)cc1C | 0.1 | -0.9 | -0.2 | 10 | -0.5 | -2.4 | -1 | 0.0 | -1
O=C1CN(C(=O)c2cnccn2)c2ccccc2N1 | -3.9 | 1.5 | x | -2 | -2.1 | -9.2 | 6 | 2.3 | -1
COC(=O)C(NC(=O)c1ccccc1)(Nc1cc(C)cc(C)n1)C(F)(F)F (stereo unspecified) | -0.7 | -0.3 | x | -3 | -0.9 | x | 7 | 2.7 | -4
Cc1ccccc1Cn1c(=N)n(CC(=O)c2ccco2)c2ccccc21 | -0.7 | -2.8 | x | -4 | -0.1 | 9.4 | -3 | 1.4 | 3
CCCCCNC(=O)c1ccccc1SC | -1.8 | -1.7 | x | 6 | -1.1 | -1.5 | 4 | 0.4 | 1
CC1CC(C)CN(CCCNC(=O)C2CCCN(S(=O)(=O)N3CC(C)CC(C)C3)C2)C1 (stereo unspecified) | -1.4 | -0.3 | 5.1 | 17 | -0.2 | -0.7 | 8 | -2.5 | -4

Compounds were not picked by outcome, and some 4.6% of all compounds hit somewhere here.
